TrxR1 inh: qHTS Assay for Inhibitors of Mammalian Selenoprotein Thioredoxin Reductase 1 (TrxR1): qHTS. Thioredoxin reductase 1, cytoplasmic (Rattus norvegicus), O89049. recombinant rTrxR1, NADPH fluorescence consumption, selenite substrate. Potency, µM (top dose mostly 114 µM), for the others: at the top dose activity change, negative = inhibition, actives largely listed as inhibitors. 390,000 compounds, 1% hits; also: % is scaled to controls: 0 for no effect and ±100 for the full control effect; nearly all actives have a fitted effect of over 65% in size
Target sequence (O89049 whole entry, looked up): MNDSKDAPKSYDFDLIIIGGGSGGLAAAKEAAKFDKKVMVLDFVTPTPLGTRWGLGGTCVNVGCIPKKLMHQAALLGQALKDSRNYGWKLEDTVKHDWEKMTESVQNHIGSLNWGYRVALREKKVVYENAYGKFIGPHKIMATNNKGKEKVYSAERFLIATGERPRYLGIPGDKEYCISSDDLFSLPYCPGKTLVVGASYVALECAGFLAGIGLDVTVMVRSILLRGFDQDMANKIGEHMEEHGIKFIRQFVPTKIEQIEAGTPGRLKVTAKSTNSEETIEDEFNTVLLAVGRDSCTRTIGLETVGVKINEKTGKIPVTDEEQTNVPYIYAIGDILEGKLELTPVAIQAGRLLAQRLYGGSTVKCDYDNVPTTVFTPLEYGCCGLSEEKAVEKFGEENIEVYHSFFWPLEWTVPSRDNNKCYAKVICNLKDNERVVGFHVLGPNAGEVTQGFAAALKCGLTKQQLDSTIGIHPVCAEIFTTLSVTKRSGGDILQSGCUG
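Rat TrxR1 (90 nM in the dispensed reagent) was pre-reduced with 400 uM NADPH for 5 min at room temperature, then incubated with compound for 15 min. After 400 uM selenite was added, NADPH fluorescence (Ex 340/Em 450 nm) was followed for 8 min.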
Vif-A3F inh: qHTS for Inhibitors of Vif-A3F Interactions: qHTS; HeLa A3F-eYFP + Vif (tagged APOBEC3F with the HIV-1 protein that degrades it), YFP fluorescence increase; Potency, µM (series often up to 46.1 µM), without a hit: top-dose activity, negative = active; 390,000 compounds, 0.2% hits; AID 602313, 2012; also: % of control where 0% means no effect; nearly all actives have a fitted effect of over 65% in size
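HeLa cells stably expressing Vif plus C-terminally eYFP-tagged A3F were seeded, incubated overnight at 37 deg C, dosed with compound, incubated overnight again at 37 deg C. Yellow fluorescence (Ex 488/Em 500-530) reported blocked Vif-mediated A3F-eYFP degradation.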
TrxR1 substrate: qHTS Assay for Substrates of Mammalian Selenoprotein Thioredoxin Reductase 1 (TrxR1): qHTS | Thioredoxin reductase 1, cytoplasmic (Rattus norvegicus), O89049 | purified TrxR1 substrate turnover, NADPH consumption readout | Potency, µM (highest dose often 114 µM), for inactives: at the top dose activity change, negative = substrate turnover | 390,000 compounds, 0.01% hits | AID 588456, 2011; also: % is scaled to controls: 0 for no effect and ±100 for the full control effect; nearly all actives have a fitted effect of over 50% in size
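Rat TrxR1, dispensed at 90 nM, was prereduced with 400 uM NADPH (final) for 5 min at ~22 deg C, then incubated with compound 15 min before 400 uM selenite. A first-read NADPH fluorescence drop versus no-compound background flagged substrates.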
RGS4 inh: Inhibitors of Regulator of G Protein Signaling (RGS) 4: qHTS; Regulator of G-protein signaling 4 (Homo sapiens), P49798; Transcreener GDP fluorescence polarization, RGS4-accelerated GTP hydrolysis; Potency, µM (titrated, usually from 114 µM), without a hit: at the highest dose activity change, negative = inhibition, actives largely listed as inhibitors; 390,000 compounds, 0.039% hits; also: % is scaled to controls: 0 for no effect and ±100 for the full control effect; nearly all actives have a fitted effect of over 75% in size; some results filed as inactive show a strong effect at the top dose
Target sequence (P49798 whole entry, looked up): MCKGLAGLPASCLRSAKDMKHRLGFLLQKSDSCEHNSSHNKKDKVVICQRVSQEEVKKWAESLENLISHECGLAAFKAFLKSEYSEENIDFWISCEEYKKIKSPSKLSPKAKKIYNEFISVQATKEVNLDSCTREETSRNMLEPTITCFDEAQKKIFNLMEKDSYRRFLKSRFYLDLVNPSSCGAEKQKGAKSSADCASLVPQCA
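MLSMR compounds (23 nl, pin-transferred) preincubated 10 min at room temperature with a 500nM (2x) first reagent, then RGS4 at 900nM (2x) plus Transcreener GDP mix added; fluorescence polarization (620/688 nm) read before and after 90 min at 30 °C.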
Vif-A3G inh: qHTS for Inhibitors of Vif-A3G Interactions: qHTS; DNA dC->dU-editing enzyme APOBEC-3G (Homo sapiens), Q9HC16; 410,000 compounds, 0.076% hits; HeLa A3G-eYFP + Vif (tagged APOBEC3G with the HIV-1 protein that degrades it), YFP fluorescence, overnight; AID 602310, 2012; Potency, µM (highest dose often 46.1 µM), inactives show top-dose activity, negative = active, usual class: inhibitors;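 also: % is scaled to controls: 0 for no effect and ±100 for the full control effect; nearly all actives have a fitted effect of over 60% in size; hits raise eYFP signal because A3G escapes Vif-driven loss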
Target sequence (Q9HC16 whole entry, looked up): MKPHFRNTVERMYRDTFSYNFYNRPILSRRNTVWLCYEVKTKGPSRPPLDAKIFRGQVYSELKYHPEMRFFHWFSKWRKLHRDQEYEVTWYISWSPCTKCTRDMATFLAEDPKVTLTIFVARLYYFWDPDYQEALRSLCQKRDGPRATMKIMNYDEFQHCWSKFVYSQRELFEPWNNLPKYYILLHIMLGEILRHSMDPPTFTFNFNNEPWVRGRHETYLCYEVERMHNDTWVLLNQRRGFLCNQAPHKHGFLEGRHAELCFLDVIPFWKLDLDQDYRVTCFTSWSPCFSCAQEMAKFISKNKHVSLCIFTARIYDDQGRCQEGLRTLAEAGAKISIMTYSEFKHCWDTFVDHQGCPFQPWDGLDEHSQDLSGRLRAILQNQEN
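Read-out is eYFP fluorescence (Ex 488/Em 500-530) from Vif-expressing HeLa A3G-eYFP cells; more signal means A3G escaped Vif-mediated degradation. Cells plated overnight, compound pinned in, incubated overnight at 37 deg C.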
USP1-UAF1 inh: Inhibitors of USP1/UAF1: Primary Screen | 390,000 compounds, 0.23% hits | Ubiquitin carboxyl-terminal hydrolase 1 (Homo sapiens), O94782 | AID 743255, 2014 | recombinant USP1/UAF1, Ub-Rhodamine cleavage fluorescence | Potency, µM (titrated, usually from 57.1 µM), without a hit: at the top dose activity change, negative = inhibition, most hits filed as inhibitors; also: % is scaled to controls: 0 for no effect and ±100 for the full control effect; nearly all actives have a fitted effect of over 60% in size; inactives centre near -12
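USP1/UAF1 complex at 1 nM was preincubated with compound for 15 min at room temperature, then Ub-Rho substrate (150nM final) was added. Fluorescence (480/540 nm) was read kinetically, 6 reads every 60 seconds.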
12-LOX inh: Primary qHTS assay for inhibitors of human arachidonate 12S-lipoxygenase (ALOX12): Round 2; 580,000 compounds, 1.1% hits; Polyunsaturated fatty acid lipoxygenase ALOX12 (Homo sapiens), P18054; AID 1671190, 2021; Potency, µM (doses to about 108 µM), for inactives: at the top dose activity change, negative = inhibition, hits mostly inhibitors; purified 12hLO, xylenol orange hydroperoxide absorbance; also: % is scaled to controls: 0 for no effect and ±100 for the full control effect
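Purified human 12hLO at 150 nM in 25 mM Hepes, 0.01% Triton X-100, pH 7.0, preincubated 15 min at room temperature with compound. Reaction started with 40 uM arachidonic acid, 30 min at room temperature. Hydroperoxide measured by Fe-xylenol orange, 573/405 nm absorbance ratio.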
IDH1 R132H inh: qHTS for Inhibitors of mutant isocitrate dehydrogenase 1 (IDH1): qHTS; Isocitrate dehydrogenase [NADP] cytoplasmic (Homo sapiens), O75874; IDH1-R132H enzyme, NADPH consumption, diaphorase/resazurin fluorescence; Potency, µM (titrated, usually from 76.6 µM), without a hit: at the top dose activity change, negative = inhibition, hits mostly inhibitors; 390,000 compounds, 0.093% hits; also: % is scaled to controls: 0 for no effect and ±100 for the full control effect; nearly all actives have a fitted effect of over 65% in size
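IDH1-R132H (0.5 ug/mL) preincubated 30 min with compound, then NADPH (0.016 mM) and alpha-KG (2 mM) added; 80 min at RT, pH 7.5. Remaining NADPH coupled via diaphorase/resazurin to fluorescence (540/590 nm); concentration-response curves normalized to no-enzyme control.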
RXFP1 ag: qHTS Assay for Agonists of the Relaxin Receptor RXFP1; HEK293T-RXFP1 cAMP TR-FRET, 30 min; response scale: percent of porcine relaxin response, buffer zero; Potency, µM (top dose mostly 57.5 µM), inactives show at the top dose activation, most hits filed as activators; 370,000 compounds, 0.3% hits; AID 2676, 2010; also: % is scaled to controls: 0 for no effect and ±100 for the full control effect; nearly all actives have a fitted effect of over 60% in size; many of its hits are not listed in these tables
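cAMP rise read by TR-FRET after 30 min, 37C compound exposure (up to 58 uM) in RXFP1-transfected HEK293 cells with Ro 20174 present. EC50 from Hill-equation fits, with 29 nM porcine relaxin as 100% and buffer as basal.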
The depositor's hits bear a star; u = inconclusive; x = not tested or not shown; & = joins results of further samples; [ ] = remark or other dose. Calls follow the shape of the dose curve; as a rule, active = well fitted curve in the direction sought with a large enough effect; inconclusive = small, poorly fitted or top-dose-only effect, or another doubt; inactive = no such curve, though single readings can be large; an effect the other way counts as inactive or inconclusive. Potency is read from the fitted curve at half-maximal effect. Not all compounds are listed; count on the stated rates, not on these rows.

SMILES	TrxR1 inh	Vif-A3F inh	TrxR1 substrate	RGS4 inh	Vif-A3G inh	USP1-UAF1 inh	12-LOX inh	IDH1 R132H inh	RXFP1 ag
CCN(CC)c1ccc(NC(=O)c2cc(S(=O)(=O)N3CCc4ccccc43)cn2C)c(C)c1	8%	-1%	5%[11.4 µM]	17%	2%	0%	u	-4%	2.6%
NNC(=O)C(=O)NCCCN1CCOCC1	6%	-9%	-5%	8%	-1%	-3%	3%	-8%	-0.5%
O=C(CSc1nnc(CNC(=O)c2c(F)cccc2F)o1)NCC1CCCO1 (stereo not drawn)	-3%	-5%	2%	19%	-3%	-9%	17%	6%	0.5%
COC(=O)C1=C(C)NC(=O)NC1c1ccc(OCC(=O)N2CCCCC2)cc1 (stereo not drawn)	1%[57.1 µM]	-2%	5%[57.1 µM]	-14%	2%	-9%	-13%	-1%	0.4%
COc1ccc(C2C3=C(Nc4ncnn42)c2ccccc2CCC3)cc1 (stereo not drawn)	-2%	-12%	22%	5%	-2%	-2%	15%	-8%	0.7%
CCc1cc(C(=O)OC)c(NC(=O)c2ccoc2C)s1	11%	2%	14%	-12%	0%	-20%	-30%	-10%	5.9%
COc1ccc(NC(=O)COC(=O)c2c(-c3ccccc3)noc2C)cc1	-8%	-5%	7%[57.1 µM]	-13%	-16%	0%	u	2%	-0.8%
CCCCC[C@H]1CN(C2CCCCC2)C(=O)[C@@H]1CC(=O)NCc1ccc(OC)cc1	1%&-8%	5%	-9%&-11%	-29%	1%&-4%	-24%	-3%	2%	-0.2%
CCOc1cc(N2CCOCC2)c(OCC)cc1NC(=O)COC(=O)[C@@H]1CCCN1S(=O)(=O)c1ccccc1F	6%	-12%	2%	-14%	-2%	-21%	-18%	5%	-0.9%
COc1ccc(-n2c(SCC(N)=O)nc3c(oc4ccccc43)c2=O)cc1	-4%	11%	-5%	-18%	4%	-21%	u	0%	0.5%
CC(C)c1ccc(NC(=O)c2cc3c(=O)[nH]c4ccccc4c3n2C)cc1	24%	-2%	4%	1%	0%	-18%	-15%	-8%	u
CCOC(=O)C(Cc1ccccc1)NC(=O)CCc1nnc2ccc(N3CCCCC3)nn12 (stereo not drawn)	12%	3%	7%	-4%[56.9 µM]	3%	-13%	16%	0%	8.3%
Cc1nc2ccccc2c2nc(NC(=O)Cc3ccccc3)nn12	-3%	-4%	-3%	-13%	0%	0%	7%	7%	0.7%
CCNC(=O)/C(C#N)=C/c1c(N2CCN(Cc3ccc4c(c3)OCO4)CC2)nc2c(C)cccn2c1=O	2%	-11%	-1%	-5%	-4%	-2%	6%	4%	2.9%
Fc1ccc(-c2cc(C(F)(F)F)nc(-n3cc(Cl)cn3)n2)cc1	32%	-17%	9%	32%	0%	-14%	4%	1%	3.1%
O=C(O)CCSc1nc2ccccc2c(=O)[nH]1	15%[57.1 µM]	-4%	14%[57.1 µM]	4%	3%	-16%	-6%	3%	3.7%
Cc1nc(N2CCOCC2)c(C#N)c2c1COC(C)(C)C2	22%	-4%	124%[activator]	1%	2%	-6%	17%	2%	3.8%
COc1ccccc1C(=O)Nc1nnc(SCc2cc(=O)c3ccccc3[nH]2)s1	11%[57.1 µM]	-3%	-1%[57.1 µM]	u	-14%	-17%	u	3%	1.1%
Cc1cc(OCC(=O)NCC2(N3CCN(C)CC3)CCCCC2)cc(C)c1Cl	10%	x	3%	-2%	x	12%	4%	x	1.0%
CCN(CCCCCCN)c1ccc2c(=O)[nH][nH]c(=O)c2c1	15%[57.1 µM]	-15%	7%[57.1 µM]	-45%	0%	-17%	19%	-1%	-1.1%

3 entries already listed, arranged by length of the SMILES, highest first.
SMILES	TrxR1 inh	Vif-A3F inh	TrxR1 substrate	RGS4 inh	Vif-A3G inh	USP1-UAF1 inh	12-LOX inh	IDH1 R132H inh	RXFP1 ag
CCOc1cc(N2CCOCC2)c(OCC)cc1NC(=O)COC(=O)[C@@H]1CCCN1S(=O)(=O)c1ccccc1F	6%	-12%	2%	-14%	-2%	-21%	-18%	5%	-0.9%
CCOC(=O)C(Cc1ccccc1)NC(=O)CCc1nnc2ccc(N3CCCCC3)nn12 (stereo not drawn)	12%	3%	7%	-4%[56.9 µM]	3%	-13%	16%	0%	8.3%
O=C(O)CCSc1nc2ccccc2c(=O)[nH]1	15%[57.1 µM]	-4%	14%[57.1 µM]	4%	3%	-16%	-6%	3%	3.7%

The list continues.
SMILES	TrxR1 inh	Vif-A3F inh	TrxR1 substrate	RGS4 inh	Vif-A3G inh	USP1-UAF1 inh	12-LOX inh	IDH1 R132H inh	RXFP1 ag
N#Cc1c(/N=C/c2ccc(-c3ccc(C(=O)O)c(Cl)c3)o2)sc2c1CCCC2	-19%	1%	-10%	-10%	-5%	-2%	36%[activator]	-4%	5.6%
Cc1ccc2c(c1)c(C)c(C)n2CC(O)Cn1nc(C)c(Br)c1C (stereo not drawn)	-2%	-14%	-7%	-14%	-7%	u	-17%	15%	2.5%
COc1ccc(N=Cc2c(O)c3ccccc3oc2=O)cc1	8%	-1%	3%	3%	1%	-19%	-10%	-10%	2.3%
COc1ccc(-c2c(C)nn3c(N4CCC(C(=O)NCCN(C)C)CC4)cc(C)nc23)cc1OC	-4%[57.1 µM]	-6%	5%[57.1 µM]	30%	2%	-14%	-30%	0%	-2.8%
CCn1c(SCC(=O)c2ccc([N+](=O)[O-])cc2)nnc1-c1ccc(Cl)cc1	-14%	-4%	3%[11.4 µM]	-14%	0%	-29%	0%	-10%	3.9%
C=CCNC(=O)/C(C#N)=C/c1cn(-c2ccccc2)nc1-c1ccc(OC)c([N+](=O)[O-])c1	-2%	u	7%	-15%	-6%	-21%	-18%	0%	-3.7%
Cc1ccccc1COc1ccc(-c2nn[nH]n2)cc1	8%	-4%	0%	13%	-9%	-22%	1%	2%	0.0%
COc1ccc(C(=O)c2c(C)oc3ccc(O)c(CN4CCOCC4)c23)cc1	-4%	-3%	-11%	-8%	4%	-13%	u	10%	-0.2%
O=C(COC(=O)[C@@H]1CCCN1S(=O)(=O)c1ccc(Cl)cc1)NC1CCS(=O)(=O)C1 (stereo partly drawn)	5%[57.1 µM]	0%	0%[57.1 µM]	-1%	1%	-9%	-28%	2%	-1.2%
Clc1ccc(Sc2cc(Cl)c(-c3ccccc3)nn2)cc1	-3%[57.1 µM]	4%	-1%	u	2%	-6%	0%	-2%	1.2%
CCc1noc(C)c1C(=O)N(C)CC(=O)Nc1ccc(Cl)c(Cl)c1	1%	-11%	-10%	-24%	-4%	-16%	-28%	6%	-0.6%
C=CCSC1=NN2CCS(=O)(=O)N=C2S1	-16%	u	-16%	-4%	3%	-12%	0%	1%	2.5%
COc1ccc(OCC(=O)Nc2ccc3c(c2)nc(CCN2CCCC2)n3C)cc1	3%	0%	3%	-4%	-9%	-27%	-1%	-7%	2.9%
COc1cc(NC(=O)C(CC(C)C)NS(=O)(=O)c2ccc3c(c2)CCN3C(C)=O)cc(OC)c1 (stereo not drawn)	11%	1%	6%	3%	-7%	-20%	7%	-2%	0.7%
COc1ccc(NC(=O)N2CC(C)OC(C)C2)cc1OC (stereo not drawn)	16%	-2%	5%	-1%	-5%	4%	-24%	9%	0.5%
Cn1c(C(=O)NC2CCCCC2)cc2sccc21	-3%	-4%	-3%	-20%	2%	-3%	7%	14%	2.4%
O=C(Nc1cccc(S(=O)(=O)N2CCOCC2)c1)C1CCCC1	15%	10%	1%	5%	0%	-4%	-28%	-8%	1.2%
CC1CC(=O)NN=C1c1ccc(N(C)C)c([N+](=O)[O-])c1 (stereo not drawn)	-11%	-4%	-13%	-19%	2%	-9%	-1%	2%	10%
COc1cc(OC)cc(/C(N)=N/O)c1	9%	-13%	9%[57.1 µM]	15%	1%	3%	11%	-3%	-0.7%
O=C(Nc1nc(-c2ccccn2)cs1)c1ccc(F)c(S(=O)(=O)N2CCOCC2)c1	u	0%	-4%	u	3%	u	-20%	3%	1.0%
O=C(CNC(=O)c1ccccc1)OCC(=O)c1ccccc1	2%	x	-3%	8%	5%	x	x	x	x
CCn1c(SCC(=O)NC(C)(C)C)nc(O)cc1=O	5%[57.1 µM]	-2%	8%[57.1 µM]	-4%	-2%	-16%	0%	1%	0.5%
Cn1c(=O)c(C(=O)NCc2ccc(F)cc2)c(O)c2ccccc21	37%[activator]	-11%	8%	-9%	-8%	-23%	-14%	-1%	0.0%
Clc1ccccc1-c1nc(Nc2ccccc2)nc2ccc(Br)cc12	-5%	x	2%	14%	x	u	-29%	x	5.8%

Screening data deposited in PubChem by National Center for Advancing Translational Sciences (NCATS).
